FBW7 activator – human FBW7 E3 ligase activation, primary screen; Q969H0; AlphaScreen FBW7–phospho-cyclin E peptide binding, activator screen; normalized activity (activation), % at 26.1 µM; 650,000 tested, 0.13% active; AID 1259310; in the data active = normalized activity above about 1.9%;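 note: purified mutant Fbw7 with reduced substrate affinity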
GPR151 ag – activators of human GPR151. PathHunter beta-arrestin GPR151 cells, luminescence. 650,000 tested, 1% active. activation, % at 11.2 µM. AID 1508602; in the data active = activation above about 4.9%;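 note: 0% = median of compound wells and 100% = cells with positive control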
Target sequence (Q8TDV0 whole entry, looked up): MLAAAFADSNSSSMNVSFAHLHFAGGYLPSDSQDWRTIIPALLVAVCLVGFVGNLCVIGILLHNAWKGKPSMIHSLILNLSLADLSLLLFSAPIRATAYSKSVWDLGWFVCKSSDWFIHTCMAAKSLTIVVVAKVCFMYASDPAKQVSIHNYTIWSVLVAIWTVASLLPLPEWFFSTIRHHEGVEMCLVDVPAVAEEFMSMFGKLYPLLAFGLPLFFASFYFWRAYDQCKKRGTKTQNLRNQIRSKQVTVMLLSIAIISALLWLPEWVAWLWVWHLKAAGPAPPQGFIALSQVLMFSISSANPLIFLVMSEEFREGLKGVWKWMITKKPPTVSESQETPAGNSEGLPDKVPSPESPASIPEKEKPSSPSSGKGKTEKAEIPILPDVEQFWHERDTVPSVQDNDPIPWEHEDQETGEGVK
MITF primary – inhibitors of human MITF; O75030; AlphaScreen MITF homodimerization, bead proximity signal; 650,000 tested, 0.91% active; inhibition, % at 2.6 µM; in the data active = inhibition above about 50%;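 note: 0% = vehicle wells with protein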
Target sequence (O75030 whole entry, looked up): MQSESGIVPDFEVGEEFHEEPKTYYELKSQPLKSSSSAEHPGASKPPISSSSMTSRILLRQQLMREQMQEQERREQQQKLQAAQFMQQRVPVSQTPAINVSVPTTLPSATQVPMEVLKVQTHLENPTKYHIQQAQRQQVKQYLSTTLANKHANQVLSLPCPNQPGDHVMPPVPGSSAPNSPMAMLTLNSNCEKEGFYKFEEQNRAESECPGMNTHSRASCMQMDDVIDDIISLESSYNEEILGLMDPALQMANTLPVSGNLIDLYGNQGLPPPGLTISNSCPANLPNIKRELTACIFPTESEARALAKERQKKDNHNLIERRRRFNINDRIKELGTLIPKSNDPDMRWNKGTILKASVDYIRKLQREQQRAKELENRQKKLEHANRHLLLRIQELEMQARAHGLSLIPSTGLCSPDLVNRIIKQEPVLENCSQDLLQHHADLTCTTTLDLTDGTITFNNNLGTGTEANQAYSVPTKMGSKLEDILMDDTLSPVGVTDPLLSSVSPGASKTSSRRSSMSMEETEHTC
TEAD-YAP inh – TEAD-YAP interaction inhibition; 640,000 tested, 1.4% active; inhibition, % at 9.12 µM; HEK-TIYL cells, TEAD-Gal4/YAP UAS-luciferase luminescence; AID 1259422; in the data active = inhibition above about 32%;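 note: 0% = median of test compound wells and 100% = reference inhibitor wells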
* hit, by the source's call.

SMILES	FBW7 activator	GPR151 ag	MITF primary	TEAD-YAP inh
CCOC(=O)c1sc(NC(=O)CSc2nnc(C)c(=O)[nH]2)nc1C	0.1	0.8	11	-7
COc1cccc(CCn2cnc3ccc(-c4cn[nH]c4)cc3c2=O)c1	0.4	0.5	-4	13
Cc1ccc2cc(S(=O)(=O)NCCN3CCOCC3)ccc2c1	0.1	-1.0	8	1
Cc1ccc(C(=O)NC(C)(C)C)cc1	-0.1	-0.7	-3	0
COc1cccc(C(=O)NNC(=O)Cc2ccc([N+](=O)[O-])cc2)c1	-0.2	-0.5	5	-19
NC(=O)c1ccc(-c2cncc(C(=O)NCc3ccccc3)c2)cc1	-0.1	1.1	5	7
Cc1nc2cc(-c3ccccc3)nn2c(C)c1CCC(=O)NCc1ccc2c(c1)OCO2	-0.1	0.2	-12	-17
NC1=NC(=O)C(CC(=O)Nc2c(F)c(F)cc(F)c2F)S1 (stereo unspecified)	0.2	1.3	9	-5
Cc1nnc(Nc2ccc(O)cc2)[nH]c1=O	-0.1	1.2	3	8
Cc1cccc(Cc2cnc(NC(=O)CCCOc3ccc(Br)cc3)s2)c1	0.2	-0.7	13	13
O=C(CCSCc1cccc(F)c1)NCc1ccccc1	-0.1	0.3	-5	-8
O=C(COc1ccccc1)OCC(=O)c1ccc(OC(F)F)cc1	-0.1	-0.4	10	3
O=C(NC(NC(=O)c1ccccc1)c1cccc([N+](=O)[O-])c1)c1ccccc1	-0.1	2.9	-1	7
Cc1ccc(NCC(=O)N/N=C/c2ccccc2F)cc1	0.8	-1.7	17	-11
Cc1c(Br)c([N+](=O)[O-])nn1C(C)C(=O)Nc1nccs1 (stereo unspecified)	0.0	-1.8	22	8
CCCC(=O)Nc1cc(C(=O)O)ccc1S(=O)(=O)c1ccc(Cl)cc1	0.5	0.9	10	6
CCn1cc(S(=O)(=O)c2ccccc2)c(=O)c2cc(C)ccc21	0.1	0.9	-5	-5
CC(C)Oc1ccc(C(=O)Nc2nc3ccc([N+](=O)[O-])cc3s2)cc1	-0.1	-0.8	-3	-6
COc1ccc([N+](=O)[O-])cc1NC(=O)c1ccc(C(C)(C)C)cc1	0.3	0.4	16	9
O=C(OCc1ccc(F)cc1Cl)c1ccccn1	-0.1	-0.5	-3	-1
O=C(CSc1nc2ccc(NC(=O)C3CCCCC3)cc2s1)Nc1ccccc1	0.3	-0.4	13	2
COc1ccc(/C=C(\C#N)C(=O)Nc2nc3ccccc3s2)cc1	0.1	-1.0	-2	10
CC(C(=O)Nc1ccc(F)c(F)c1)N(c1ccc(Cl)cc1)S(C)(=O)=O (stereo unspecified)	0.4	0.1	27	3
COc1ccc(C(=O)N/C(=C\c2ccc3c(c2)OCO3)C(=O)NCCCC(=O)O)cc1	-0.2	0.1	-9	2
COC(=O)C1(CCSC)NC(c2ccc(Cl)cc2)C2C(=O)N(C)C(=O)C21 (stereo unspecified)	0.0	-0.3	12	-1
CCOC(=O)CNc1ccc(C)c(Cl)c1	-0.4	1.1	-15	5
CC1(CC(=O)N/N=C/c2ccc(C(C)(C)C)cc2)OCCO1	0.2	0.7	-21	-28
Cc1ccc(-n2c(=O)cc(N3CCCCCC3)[nH]c2=O)cc1	0.0	0.6	-5	-6
O=C(c1ccsc1)N1CCCC(c2nc(-c3cccnc3)ncc2-c2ccccc2F)C1 (stereo unspecified)	-0.2	-1.0	3	0
O=C(CSc1nnc2ncccn12)Nc1ccc(Br)cc1	1.4	0.7	18	-34
CCCCCc1nnc(NC(=O)c2ccc(CCC)cc2)s1	0.0	2.1	8	-6
CC(=O)c1ccc(C(=O)NCC2Cc3cc(-c4cncnc4)cc(Cl)c3O2)s1 (stereo unspecified)	-0.1	1.2	4	9
O=C(CCNS(=O)(=O)c1ccccc1)NNC(=O)COc1ccccc1F	0.6	-1.5	4	-1
COc1cc(NC(=O)c2cc3n(n2)C(C(F)(F)F)CC(c2ccc(Cl)cc2)N3)cc(OC)c1OC (stereo unspecified)	-0.1	0.6	-9	0
O=C(Nc1ccccc1)C1CC(=O)N(CCc2ccccc2)C(=Nc2ccccc2)S1 (stereo unspecified)	-0.1	0.8	-5	7
CCOC(=O)c1c(C)n(-c2ccccc2C)c2ccc(OC(C)=O)cc12	1.6	-0.2	19	-12
O=C(N=C1N=C2C=CC=CN2Cc2ccccc21)c1cc[n+]([O-])cc1	0.6	-8.0	-10	-56
c1ccc(CNCc2ccc3c(c2)OCO3)nc1	-0.1	0.0	17	-11
COc1ccc(NC(=O)c2ccccc2[N+](=O)[O-])c(OC)c1	0.1	-1.6	0	-2
C=CCn1c(-c2ccc(Cl)cc2)cnc1SCC(=O)Nc1sccc1C(N)=O	-0.1	0.0	1	34*
CC(C)c1ccc(NC(=O)C2C3C=CC4(O3)C2C(=O)N(CCCN2CCOCC2)C4C(=O)NC2CCCC(C)C2C)cc1 (stereo unspecified)	-0.1	0.0	2	-2
CC(=O)NC1(C(F)(F)F)C(=O)N(c2ccc(F)cc2)C(C)=C1C(=O)c1ccccc1 (stereo unspecified)	1.1	-0.9	14	-2
O=S(=O)(Nc1ccc(-c2cn3ccsc3n2)cc1)c1cccnc1	-0.2	0.6	-4	-20
CCN(CC)CCSc1nc2ccccc2c(=S)n1-c1ccc(OC)cc1	-0.1	-0.2	9	10
COCCNc1nc2nonc2nc1N1CCCC(OCc2ccccc2)C1 (stereo unspecified)	-0.1	1.6	7	-6
CCCc1cc(=O)n(CC(=O)Nc2ccc(Cl)cc2)c(-n2nc(C)cc2C)n1	-0.2	3.5	-3	1
Cc1c(C(=O)NCCSc2ccccn2)cccc1[N+](=O)[O-]	0.2	-1.1	18	-10
CC(C)OP(C)(=O)CN1CCN(CP(C)(=O)OC(C)C)CC1 (stereo unspecified)	0.0	0.1	-3	1
CCOc1ccccc1-n1c(COc2ccc(Cl)cc2)nnc1SCC(N)=O	0.0	0.6	-2	7
O=S(=O)(c1ccc2ccccc2c1)N1CCN(Cc2cc(Br)ccc2O)CC1	-0.1	0.4	-1	-11
COc1ccccc1/C=N/NC(=O)CN(C1=NS(=O)(=O)c2ccccc21)c1ccccc1	-0.1	0.5	7	8
O=C1c2ccccc2C(=O)c2cc(S(=O)(=O)N3CCCCC3)ccc21	0.0	0.6	4	1
COCCNC(=O)CN(c1cc(C)cc(C)c1)S(=O)(=O)c1ccc(OC)c(OC)c1	0.1	0.7	5	0
NC(=O)c1ccccc1OCc1cc([N+](=O)[O-])cc2c1OCOC2	-0.2	-1.4	-3	2
Cc1cc(O)ccc1NC(=O)c1ccc2c(c1)C(=O)N(Cc1ccco1)C2=O	0.7	-1.8	13	11
C=CCNC(=O)c1cc(-c2ccccn2)nc2ccccc12	-0.3	-0.9	-10	6
CC(C)n1c(N2CCc3ccccc3C2)nc2c(Nc3ccc(N4CCOCC4)cc3)ncnc21	-0.3	0.2	-2	-4
Cc1cc(SCc2ccccn2)nc(=O)[nH]1	-0.1	0.9	2	0
CCOC(=O)c1ccc(NC(=O)CSc2n[nH]c(-c3cc(OC)cc(OC)c3)n2)cc1	0.3	1.1	-4	-9
CC(C(=O)Nc1cccc(F)c1)N1Cc2ccccc2C1=O (stereo unspecified)	0.1	-0.1	7	6

Continuation.
SMILES	FBW7 activator	GPR151 ag	MITF primary	TEAD-YAP inh
O=C(COC(=O)c1cc2ccccc2oc1=O)c1ccc(I)cc1	0.0	1.0	10	3
COc1ccc(/C(O)=C/c2nc3ccccc3oc2=O)cc1	-0.1	2.3	13	1
COc1ccc(CNCc2cccn2-c2sc(C)c(C)c2C(=O)O)cc1	-0.1	0.5	-2	0
CCOc1ccccc1C1C(C(=O)Nc2ccccc2OC)=C(C)NC2=C1C(=O)CC(C)(C)C2 (stereo unspecified)	-0.1	1.4	6	8
COc1ccc(-n2c(C)c(C)n3c4c(=O)n(Cc5ccccc5F)c(=O)n(C)c4nc23)cc1	-0.1	-0.7	-8	0
O=C(CN1C(=O)C2C3C=CC(C4CC34)C2C1=O)NC1(c2ccc(F)cc2)CCCC1 (stereo unspecified)	0.0	-0.1	2	1
CCCCCCNC(=O)CC(NS(=O)(=O)c1ccc(OC)cc1)c1ccc(OC)cc1 (stereo unspecified)	0.3	0.0	-6	10
CCOc1cc(C=C(C#N)C#N)ccc1OCC(=O)N1CCCC1	0.2	0.3	-1	-6
O=C1NC(=S)N/C1=C/c1cccc([N+](=O)[O-])c1	0.4	-1.0	11	10
CN(C1=NC(=O)/C(=C/c2ccc([N+](=O)[O-])cc2)S1)c1ccc(O)cc1	0.6	-1.6	1	-1
CC(=O)N/C(=C\c1ccccc1)C(=O)OCC(=O)/C(C#N)=C(\C)N	-0.3	-1.9	-10	0
COC(=O)CN1C(=O)S/C(=C/c2cc(Br)cc(OC)c2OC)C1=O	0.0	-0.9	23	-1
Cc1ccc(Cl)cc1N1CCN(S(=O)(=O)c2ccc([N+](=O)[O-])cc2)CC1	-0.2	4.0	-10	-3
CCOC(=O)c1cccc(N2C(N)=NC(N)=NC2(C)C)c1	0.4	-0.5	7	12
O=C(O)c1[nH]c2ccccc2c1C=NCc1ccc(F)cc1	0.2	0.4	6	3
COc1ccc(C(=O)NC2(C(F)(F)F)NC(=O)N(c3ccc(C)cc3)C2=O)cc1 (stereo unspecified)	0.1	-0.8	13	0
COCCCN1C(=S)NC2CC1(C)Oc1ccccc12 (stereo unspecified)	0.5	1.7	14	7
Oc1cccc(-c2cnc3c(NCc4ccc5c(c4)OCO5)nccn23)c1	0.1	-0.3	-2	1
CC(=O)c1ccc(NC(=O)C2CCCN(S(=O)(=O)c3c(C)n[nH]c3C)C2)cc1 (stereo unspecified)	0.2	0.4	2	4
COc1ccccc1NC(=O)Cn1c(=O)oc2cc(S(=O)(=O)N3CCOCC3)ccc21	0.5	0.0	7	11

Random excerpt: 2 entries already listed
SMILES	FBW7 activator	GPR151 ag	MITF primary	TEAD-YAP inh
COc1cccc(C(=O)NNC(=O)Cc2ccc([N+](=O)[O-])cc2)c1	-0.2	-0.5	5	-19
COc1ccccc1/C=N/NC(=O)CN(C1=NS(=O)(=O)c2ccccc21)c1ccccc1	-0.1	0.5	7	8

An excerpt from further up:
SMILES	FBW7 activator	GPR151 ag	MITF primary	TEAD-YAP inh
CCOC(=O)c1sc(NC(=O)CSc2nnc(C)c(=O)[nH]2)nc1C	0.1	0.8	11	-7
COc1cccc(CCn2cnc3ccc(-c4cn[nH]c4)cc3c2=O)c1	0.4	0.5	-4	13
Cc1ccc2cc(S(=O)(=O)NCCN3CCOCC3)ccc2c1	0.1	-1.0	8	1
Cc1ccc(C(=O)NC(C)(C)C)cc1	-0.1	-0.7	-3	0
COc1cccc(C(=O)NNC(=O)Cc2ccc([N+](=O)[O-])cc2)c1	-0.2	-0.5	5	-19
NC(=O)c1ccc(-c2cncc(C(=O)NCc3ccccc3)c2)cc1	-0.1	1.1	5	7
Cc1nc2cc(-c3ccccc3)nn2c(C)c1CCC(=O)NCc1ccc2c(c1)OCO2	-0.1	0.2	-12	-17
NC1=NC(=O)C(CC(=O)Nc2c(F)c(F)cc(F)c2F)S1 (stereo unspecified)	0.2	1.3	9	-5
Cc1nnc(Nc2ccc(O)cc2)[nH]c1=O	-0.1	1.2	3	8
Cc1cccc(Cc2cnc(NC(=O)CCCOc3ccc(Br)cc3)s2)c1	0.2	-0.7	13	13
O=C(CCSCc1cccc(F)c1)NCc1ccccc1	-0.1	0.3	-5	-8
O=C(COc1ccccc1)OCC(=O)c1ccc(OC(F)F)cc1	-0.1	-0.4	10	3
O=C(NC(NC(=O)c1ccccc1)c1cccc([N+](=O)[O-])c1)c1ccccc1	-0.1	2.9	-1	7
Cc1ccc(NCC(=O)N/N=C/c2ccccc2F)cc1	0.8	-1.7	17	-11

(next part)
SMILES	FBW7 activator	GPR151 ag	MITF primary	TEAD-YAP inh
O=C1CC(c2ccccc2Cl)CC2=C1C(c1cccc(O)c1)Nc1ccccc1N2 (stereo unspecified)	0.2	0.7	17	-1
COc1ccccc1C(=O)COC(=O)COc1ccc(C#N)cc1	-0.2	-1.2	0	-4
COc1ccc(/C=C2/C(=O)N(c3ccc(I)cc3)N=C2C)cc1	-0.2	-0.1	6	13
Cc1ccc(NC(=O)CS/C(NC(=O)c2ccccc2)=C(\C#N)C(CC(=O)c2ccccc2)c2ccccc2Cl)cc1Cl (stereo unspecified)	-0.1	0.0	-1	-2
COc1ccc2nc(-c3ccc(NS(=O)(=O)c4ccccc4Cl)cc3)cn2n1	-0.1	0.8	10	-20
CC(/C=C/c1ccccc1)=N\Nc1nc2c(c(=O)[nH]c(=O)n2C)n1CC(O)COC(C)C (stereo unspecified)	0.0	-0.4	17	8
COc1ccccc1/C=N/NC(=O)C(O)(c1ccccc1)c1ccccc1	0.8	-0.4	4	-5
Clc1cccc(-c2cnn3c(NCCc4cccnc4)ccnc23)c1	1.0	-0.2	1	26
COc1ccc(N2CCN(C(=O)CN(C)S(=O)(=O)c3cnc[nH]3)CC2)cc1	-0.3	-0.1	-14	2
COc1ccc(C)cc1S(=O)(=O)Nc1ccc(S(N)(=O)=O)cc1	0.1	1.3	7	11
Cc1ccccc1NC(=O)CC1(Cc2ccccc2)CCOC(C)(C)C1 (stereo unspecified)	0.3	0.3	5	3
CC1(Cc2ccc(C(F)(F)F)o2)C(=O)Nc2cc(F)ccc21 (stereo unspecified)	0.1	0.0	7	7
Cn1c(=O)c2c(nc3n2CCCN3Cc2ccco2)n(C)c1=O	0.0	1.1	-6	9
CC[C@H](C)[C@@H]1NC(=O)[C@@H]2C[C@H](NC(=O)Nc3ccccc3C(F)(F)F)CN2C1=O	0.8	1.3	16	13
O=C(CSc1nnc(NC(=O)c2ccco2)s1)Nc1nccs1	0.1	0.1	11	0
Cc1ccc(CN2C(=O)CN(CC(=O)NC3CCCC(C)C3C)C(=O)C2c2ccccc2F)cc1 (stereo unspecified)	0.0	1.9	3	7
COc1cc(Cn2nc3n(C)c4ccccc4n3c2=O)cc(OC)c1OC	-0.2	-0.3	-6	-4

Screening results as filed in PubChem BioAssay.
